HePTP inhibitor: human HePTP phosphatase inhibition; recombinant HePTP phosphatase activity, OD absorbance; 110,000 compounds, 0.64% hits; inhibition, % at 20 µM; P35236; in the data active = inhibition above about 50%;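 also: plate controls were vehicle for no effect and reference inhibitor for full effect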
Target sequence (P35236 whole entry, looked up): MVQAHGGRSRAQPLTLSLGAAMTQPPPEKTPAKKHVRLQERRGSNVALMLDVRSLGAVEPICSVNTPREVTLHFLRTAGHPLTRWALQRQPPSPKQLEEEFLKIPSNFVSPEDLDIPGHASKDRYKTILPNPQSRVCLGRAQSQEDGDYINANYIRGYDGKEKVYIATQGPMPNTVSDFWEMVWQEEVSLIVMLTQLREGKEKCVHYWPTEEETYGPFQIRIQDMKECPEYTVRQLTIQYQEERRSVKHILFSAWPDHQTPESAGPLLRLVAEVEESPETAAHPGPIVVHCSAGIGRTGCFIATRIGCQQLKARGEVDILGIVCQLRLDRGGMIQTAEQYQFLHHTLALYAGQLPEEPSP
BAP1 block: blocks human BAP1 ubiquitin-AMC hydrolysis; activity remaining (% of control), % at 20 µM; Q92560; recombinant BAP1, Ub-AMC hydrolysis fluorescence kinetic; stronger effect = lower value; 72,000 compounds, 0.48% hits;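 active = activity remaining at or below 50% of control, provided the compound also passes the data quality filters; inactive = the rest, including low values that fail the filters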;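 also: 100% = DMSO wells rate and 0% = substrate alone blank rate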
Target sequence (Q92560 whole entry, looked up): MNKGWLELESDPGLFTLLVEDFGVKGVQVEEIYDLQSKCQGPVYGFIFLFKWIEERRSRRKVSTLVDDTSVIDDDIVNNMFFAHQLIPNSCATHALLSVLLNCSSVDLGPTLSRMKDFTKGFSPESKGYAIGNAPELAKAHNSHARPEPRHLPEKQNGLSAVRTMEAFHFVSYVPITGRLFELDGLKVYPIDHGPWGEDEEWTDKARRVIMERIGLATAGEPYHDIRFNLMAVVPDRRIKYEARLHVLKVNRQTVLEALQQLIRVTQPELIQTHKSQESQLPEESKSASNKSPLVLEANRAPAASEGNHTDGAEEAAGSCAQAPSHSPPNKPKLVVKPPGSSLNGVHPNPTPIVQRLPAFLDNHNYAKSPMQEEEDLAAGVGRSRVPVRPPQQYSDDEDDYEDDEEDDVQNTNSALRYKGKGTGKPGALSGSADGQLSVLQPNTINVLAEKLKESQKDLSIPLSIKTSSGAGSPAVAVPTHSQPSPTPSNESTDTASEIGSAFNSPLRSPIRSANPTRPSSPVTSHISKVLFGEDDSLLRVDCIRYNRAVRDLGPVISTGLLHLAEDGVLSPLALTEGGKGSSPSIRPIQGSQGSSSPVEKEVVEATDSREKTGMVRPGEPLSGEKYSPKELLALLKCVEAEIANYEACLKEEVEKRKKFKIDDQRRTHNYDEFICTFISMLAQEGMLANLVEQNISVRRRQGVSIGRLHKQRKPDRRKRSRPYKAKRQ
Numbers without * were called inactive; · = not tested or not shown; & = joins results of further samples. Rows are unselected; about 0.91% have a hit in one of these screens.

HePTP inhibitor	BAP1 block	smiles
12	81	CC(=O)NC(Cc1c[nH]c2ccccc12)C(=O)Nc1ccc2c(c1)OCO2 (configuration not stated)
12	88	CC(=O)NC1(C2CCCCC2=O)CCCCC1 (configuration not stated)
12	106	CC(O)CN(Cc1cccc(Cl)c1)CC(C)O (configuration not stated)
-3	·	COc1ccc(C2C(C(=O)N3CCCC3)c3cc(OC)c(OC)cc3C(=O)N2C)cc1OC (configuration not stated)
·	173	COC(=O)c1ccccc1NC(=O)CN(c1ccccc1)S(=O)(=O)N(C)C
-4	·	CCOc1ccc(/C=C2\SC(=O)N(c3ccccc3)C2=O)cc1
2	100	N#CC1=C(N)Oc2ccccc2C12C(=O)Nc1n[nH]c(-c3ccccc3)c12 (configuration not stated)
-3	93	O=C(CCn1c(=O)c2ccccc2n(Cc2cccnc2)c1=O)NCc1ccc2c(c1)OCO2
-3	96	Cc1noc(C)c1COC(=O)C1(c2cccc(F)c2)CCCC1
3	160	O=C1CCCC2=C1C(c1ccncc1)c1c(nc(SCc3ccccc3Cl)[nH]c1=O)N2 (configuration not stated)
4	116	CCOC(=O)c1sc2nc(C)n(CC(=O)NCC3CCCO3)c(=O)c2c1C (configuration not stated)
1	·	CCOc1cc(C2C(C(=O)OCC3CCCO3)=C(C)NC3=C2C(=O)CCC3)cc([N+](=O)[O-])c1O (configuration not stated)
2	·	COc1ccc(C(=O)Nc2oc(-c3ccccc3)c(-c3ccccc3)c2C#N)cc1OC
7	174	CN(C)c1ccc(S(=O)(=O)c2ccc(Cl)cc2)cc1
-6	101	CCn1c(=O)[nH]c2cc(C(=O)N3CCN(c4ccccc4)CC3)ccc2c1=O
7	·	COc1ccc(C=C2NC(=S)N(c3ccccc3)C2=O)c(OC)c1
2	·	COC(=O)C(=O)/C=C(/O)c1ccc(C)cc1
0	184	Cc1c(CNC(=O)c2cnn3c2NC(c2ccc(Br)cc2)CC3C(F)(F)F)cnn1C (configuration not stated)
-7	·	O=c1c(C=NCC2CCCO2)c(C(F)(F)F)[nH]n1-c1nc2ccccc2s1 (configuration not stated)
-9	·	O=C(COc1cccc(Cl)c1)Nc1nccs1
-14	·	Clc1ccc(Nc2nc(-c3ccncc3)nc3ccccc23)cc1
10	82	O=C(O)C1CC(=O)N(C2CCCCCC2)C1 (configuration not stated)
1	62	Cc1nnc(SCC(=O)c2ccc(S(=O)(=O)N3CCOCC3)cc2)n1-c1ccccc1
4	140	COc1ccc(-c2nnn(CC(=O)N(CC(=O)NCCC(C)C)c3ccccc3)n2)cc1OC
-2	·	Cc1cc(=O)n(-c2cccc(C(F)(F)F)c2)n1C

Random excerpt: two entries already listed.
HePTP inhibitor	BAP1 block	smiles
0	184	Cc1c(CNC(=O)c2cnn3c2NC(c2ccc(Br)cc2)CC3C(F)(F)F)cnn1C (configuration not stated)
4	116	CCOC(=O)c1sc2nc(C)n(CC(=O)NCC3CCCO3)c(=O)c2c1C (configuration not stated)

Not a retest: an excerpt of the list.
HePTP inhibitor	BAP1 block	smiles
-3	93	O=C(CCn1c(=O)c2ccccc2n(Cc2cccnc2)c1=O)NCc1ccc2c(c1)OCO2
-3	96	Cc1noc(C)c1COC(=O)C1(c2cccc(F)c2)CCCC1
3	160	O=C1CCCC2=C1C(c1ccncc1)c1c(nc(SCc3ccccc3Cl)[nH]c1=O)N2 (configuration not stated)

Further records follow.
HePTP inhibitor	BAP1 block	smiles
0	102	O=C(O)c1cc2cc(Cl)cc(Cl)c2oc1=O
12	88	COc1cccc2cc(C(=O)Nc3cccnc3N3CCOCC3)c(=O)oc12
8	·	Cc1cccc(CN2CCN(C(=O)c3ccco3)CC2)c1
8	88	COc1ccc(N2CCN(C(=O)c3ccc(NS(=O)(=O)c4ccccc4)cc3)CC2)cc1
-15	·	CC(=O)c1ccc(NC(=O)COc2ccccc2[N+](=O)[O-])cc1
-10	·	CC/C(=C1\C(=O)N(c2nc3ccccc3s2)N=C1C(F)(F)F)N1CCCCC1
3	63	CCc1cc(C(=O)N2CCOCC2)c(NC2=NS(=O)(=O)c3ccccc32)s1
1	118	CCOC(=O)N1CCN(C(=O)CN(Cc2ccccc2)S(C)(=O)=O)CC1
-11	·	O=C1OC(c2cccc(F)c2)=N/C1=C\c1ccc(F)cc1
-25	·	COC(=O)c1cccc(N2CCCC2=O)c1
7	110	COc1ccc(-c2cn3c(n2)CCC3)cc1
6	104	COc1cc(OC)cc(C(=O)NCc2n[nH]c(=S)n2-c2ccccc2)c1
12	99	CC(C)CCN1CC(C(=O)NCc2ccc(F)cc2)CC1=O (configuration not stated)
-6	·	O=C(Nc1nc(-c2cccc([N+](=O)[O-])c2)cs1)c1ccc(S(=O)(=O)N2CCCC2)cc1
-9	96	Cc1cc(=O)[nH]c(S/C=C/c2ccccc2)n1
11	122	CCCNC(=O)C(CC)NS(=O)(=O)c1ccc(OC)cc1 (configuration not stated)
-1	89	CC(=O)Nc1ccc(S(=O)(=O)N2CCSC2c2ccc(Cl)cc2)cc1 (configuration not stated)
-16	·	Cc1ccc(/C=C/C(=O)Nc2ccc(Br)cc2)o1
-2	·	Cc1ccc(OCC(=O)NN)c(Br)c1
8	·	O=C(O)CCC(=O)N1N=C(c2ccccc2)CC1c1ccccc1Cl (configuration not stated)
-5	70	Cc1ccc(NC(=O)C(C)N2C(=O)c3ccccc3C2=O)cc1C (configuration not stated)
1	·	Cc1ccc(C2/C(=C(\O)c3ccc(Cl)cc3)C(=O)C(=O)N2CCCn2ccnc2)cc1 (configuration not stated)
2	·	C/C(=N\N=C(/N)SC1CC(=O)N(c2ccc(Cl)cc2)C1=O)c1ccc(Br)s1 (configuration not stated)
·	51	COc1cc(C2NC(=O)N(C)C(C)=C2C(=O)OCCC(C)C)cc(Cl)c1O (configuration not stated)
-6	·	COc1ccc(C2CC(c3ccc(F)cc3)=NN2c2ccccc2)cc1OC (configuration not stated)

Structural class: the entries above containing an aryl thioether with sulfur outside any ring.
HePTP inhibitor	BAP1 block	smiles
3	160	O=C1CCCC2=C1C(c1ccncc1)c1c(nc(SCc3ccccc3Cl)[nH]c1=O)N2 (configuration not stated)
1	62	Cc1nnc(SCC(=O)c2ccc(S(=O)(=O)N3CCOCC3)cc2)n1-c1ccccc1
-9	96	Cc1cc(=O)[nH]c(S/C=C/c2ccccc2)n1

(listing goes on)
HePTP inhibitor	BAP1 block	smiles
3	·	CC(=O)COc1ccc2c(-c3ccccc3)cc(=O)oc2c1
·	176	CCN(CC)CCn1c(=N)n(CC(O)c2ccco2)c2ccccc21 (configuration not stated)
4	85	CCOc1ccccc1C1C(C(=O)OC)=C(N)OC2=C1C(=O)CCC2 (configuration not stated)
4	112	CCN(CC(=O)NCCc1ccc(S(N)(=O)=O)cc1)Cc1nc2ccccc2c(=O)[nH]1
-20	·	c1ccc(CCCNCCc2ccc3c(c2)OCO3)cc1
6	·	CC1=C(C(=O)Nc2ccccc2)C(c2ccccc2Br)NC(=O)N1 (configuration not stated)
11	·	O=C(O)c1ccccc1-c1ccccc1C(=O)Nc1nc(-c2ccccc2)cs1
4	94	O=C(c1ccccc1)c1cc(F)c(N2CCOCC2)cc1Cl
9	·	Cc1cccc(N2C(=O)CC(N3CCN(c4ccc(F)cc4)CC3)C2=O)c1 (configuration not stated)
-5	101	COc1ccccc1N1CCN(Cc2nnnn2CCc2ccccc2)CC1
10	101	OCCN1CCN(Cc2cccc(Oc3ccc(Cl)cc3)c2)CC1
14	101	Cc1ccc(N2C(=O)NC3(CCCCC3)C2=O)cc1
2	91	Cc1oc2c(CN(C)C)c(O)ccc2c(=O)c1-c1ccc2ccccc2n1
-3	·	Cc1ccc(N2C(=O)CC(NC(C)C34CC5CC(CC(C5)C3)C4)C2=O)cc1 (configuration not stated)
8	366	CN1c2cccc3cccc(c23)N(C)C1(C)C
-6	·	CC(C)(C)c1ccc(C(=O)Nc2ccc(NC(=O)c3ccc4c(c3)OCCO4)cc2)cc1
9	·	COc1ccccc1NC(=O)CC1SC(=Nc2ccccc2)N(c2ccccc2)C1=O (configuration not stated)
5	·	Cc1ccc(NC(=S)NC(=O)c2ccccc2)cc1Br
8	·	O=C1C(=Cc2ccc(Cl)cc2)C(=O)c2ccccc21
-8	122	CS(=O)(=O)NCCOc1ccc(S(=O)(=O)N2CCCc3ccccc32)cc1
9	·	CCCCOC(=O)c1ccc(NC(=O)CSc2nc3ccccc3s2)cc1
8	106	CC(C)CC(C(=O)NCc1ccccn1)N1C(=O)c2ccccc2C1=O (configuration not stated)
-3	96	COc1cc(OC)c(C2CC(=O)N3CN(c4ccccc4)CSC3=C2C#N)cc1OC (configuration not stated)
10	105	COc1ccccc1-c1nc(SCc2ccccn2)n[nH]1
9	·	O=C(O)c1cccc(NS(=O)(=O)c2cccc(S(=O)(=O)c3ccc(Br)cc3)c2)c1
3	112	Nc1nonc1-c1noc(CCCOc2ccc(Cl)cc2Cl)n1
4	·	Cc1cc(N)n(-c2ccccc2)n1
2	·	Cc1sc(NC(=O)c2ccc(F)cc2)c(C(=O)OC(C)C)c1C
-7	·	O=C(c1cccs1)N(Cc1ccccc1)Cc1ccccc1
·	96	Cc1ccccc1-n1c(=O)cc(N2CCC3(CC2)OCCO3)[nH]c1=O
21	·	O=c1cc(CSc2nnc(-c3cccs3)n2Cc2ccccc2)nc2sc3ccccc3n12
11	95	Cc1nc2c(-c3ccccc3)c(C)nn2c(C)c1CCC(=O)O
1	·	COc1cc(C2C3=C(CC(C)(C)CC3=O)OC3=C2C(=O)CC(C)(C)C3)cc(OC)c1O
4	67	CCOC(=O)c1ccccc1NC(=O)Cn1c(-c2nonc2N)nc2ccccc21
8	·	CC(=O)NC1=NN(C(C)=O)C(C)(c2ccccc2)S1 (configuration not stated)
0&7	·	O=C(O)c1ccc(N2C(=O)CC(Cc3ccccc3)C2=O)cc1 (configuration not stated)
9	·	Cc1cccc(NC(=O)CN(c2ccc(Br)cc2)S(=O)(=O)c2ccccc2)c1C
1	100	CC(C)c1ccc(NC(=O)C(c2ccccc2)N2CCN(C=O)CC2)cc1 (configuration not stated)
·	77	Cc1ncsc1CCSc1nc2ccccc2c(=O)n1C
0	·	O=C(/C=C/c1ccccc1)NC(=S)Nc1ccc(F)cc1
2	·	O=C(Nc1c[nH]c(=O)[nH]c1=O)c1ccc2c(c1)C(=O)N(N1C(=O)c3ccccc3C1=O)C2=O
7	·	COc1cccc(OC)c1C(=O)c1ccccc1
8	86	COc1ccc(S(=O)(=O)N2CCN(c3nc4ccccc4nc3-n3nc(C)cc3C)CC2)cc1
14	98	O=C(Cn1nc(-c2ccc3c(c2)OCCO3)ccc1=O)Nc1ccc(N2CCOCC2)cc1
6	143	COc1ccc(Cn2nnnc2C(c2ccc(C)cc2)N2CCN(C3CCCC3)CC2)cc1 (configuration not stated)
0	·	CCOC(=O)c1c(NC(=O)c2ccc(C)c([N+](=O)[O-])c2)sc(C(=O)Nc2ccccc2OC)c1C
·	72	O=C(O)c1ccc(-n2cnnn2)cc1
4	70	CCCCN(C)Cc1c(C)[nH]c2ccc(OCC)cc2c1=O
9	107	COc1ccccc1N1CCN(C(CNS(=O)(=O)c2cc(F)ccc2F)c2cccnc2)CC1 (configuration not stated)
-2	·	COc1ccc(NC2=NS(=O)(=O)c3cc([N+](=O)[O-])ccc32)cc1

(more compounds)
HePTP inhibitor	BAP1 block	smiles
-2	·	CCc1nnc(NC(=O)CN2CCN(Cc3ccccc3)CC2)s1
0	117	O=C(CN1C(=O)c2ccccc2S1(=O)=O)Nc1ccc(S(=O)(=O)N2CCCCCC2)cc1
0	86	Cc1ccccc1NS(=O)(=O)c1cccc(-c2nnc(-c3ccccc3)o2)c1
7	93	CCN(CC)S(=O)(=O)c1ccc(NC(=O)CN(c2ccc(OC)cc2OC)S(C)(=O)=O)cc1
13	116	CC1CCN(CCC(=O)Nc2ccc(Br)cc2)CC1
1	·	COC(=O)c1c(C)oc2ccc(OCc3ccc(F)cc3)cc12
10	62	Cc1ccc(-c2nnc(N)s2)cc1C
2	·	COc1ccc2c(c1)CC/C2=N/OC(=O)c1cc(OC)c(OC)c(OC)c1
7	82	O=C(NCc1ccco1)c1cc(-c2cccnc2)nc2ccc(Cl)cc12
-2	87	CCOC(=O)C1=C(C)NC(=O)NC1c1ccc(OCC(=O)Nc2ccccc2)c(OC)c1 (configuration not stated)
-1	102	O=C(O)c1c[nH]ccc1=O
4	88	Cc1cc(NC(=O)CSc2nnc3c(C)cc4cc(C)c(C)cc4n23)no1
-6	·	O=C(Nc1ccccc1C(=O)NCc1ccccc1)c1ccccc1F
-3	·	Cn1nnnc1SCC(=O)Nc1ccc(Cl)cc1Cl
-6	·	CCCOc1ccc(-c2nnc(NC(=O)Nc3ccccc3)s2)cc1
7	97	CC(NC(=O)c1ccc2c(c1)OCCO2)C(=O)O (configuration not stated)
6	99	COCCn1c(=S)[nH]c2cc(OC)c(OC)cc2c1=O
-19	105	CC(C)c1ccc(OC(=O)CN2C(=O)c3ccccc3C2=O)cc1
3	·	COc1ccc(C(=O)NNC(=O)c2cc(OC)cc(OC)c2)cc1
-4	·	CCC(=O)/C=C1\Sc2ccccc2N1CC
11	98	Cn1c(CCN2CCCCC2)nc2cc(NS(=O)(=O)c3ccc(F)cc3)ccc21
4	82	CC(C)=CC(=O)Nc1ccccc1Br
14	61	COc1ccc2c(c1)c1c(n2C(C)=O)C(OC(C)=O)=NCC1
-2	74	Cc1nnc(SCC(=O)Nc2ncc3c(n2)CCCC3=O)s1
9	51	CCOC(=O)CSc1nc2c(sc3ccccc32)c(=O)n1CCCN1CCOCC1
11	71	CCOc1ccc(S(=O)(=O)NCC2CCCO2)c2cccnc12 (configuration not stated)
-2	105	CCCCOC(=O)c1[nH]c(C)c(C(=O)OC)c1C

An excerpt from above in order of number of heavy atoms, rising:
HePTP inhibitor	BAP1 block	smiles
6	·	CC1=C(C(=O)Nc2ccccc2)C(c2ccccc2Br)NC(=O)N1 (configuration not stated)
2	100	N#CC1=C(N)Oc2ccccc2C12C(=O)Nc1n[nH]c(-c3ccccc3)c12 (configuration not stated)
1	·	Cc1ccc(C2/C(=C(\O)c3ccc(Cl)cc3)C(=O)C(=O)N2CCCn2ccnc2)cc1 (configuration not stated)

Screens (PubChem BioAssay)
